APOBEC3A inh = human APOBEC3A DNA deaminase inhibition | P31941 | recombinant A3A, FAM/TAMRA ssDNA deamination fluorescence | 330,000 tested, 0.41% active | inhibition, % at 20 µM;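 active means at least 40% inhibition at 20 µM here, with at most 30% in a related deaminase screen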;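 further: plate controls were A3A with DMSO for no effect and wells lacking A3A enzyme for full effect; some results filed as inactive read as strong as hits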
Target sequence (P31941 whole entry, looked up): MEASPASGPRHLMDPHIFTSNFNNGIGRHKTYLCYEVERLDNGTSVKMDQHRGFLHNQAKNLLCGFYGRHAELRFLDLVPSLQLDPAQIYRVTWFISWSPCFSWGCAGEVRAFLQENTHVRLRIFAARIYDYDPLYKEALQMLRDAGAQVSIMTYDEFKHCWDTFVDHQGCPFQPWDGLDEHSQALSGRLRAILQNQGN
PfG6PD inh = PfG6PD (Plasmodium falciparum) enzyme inhibition; PfGluPho enzyme, NADPH resazurin-diaphorase fluorescence; inhibition, % at 20 µM; 350,000 tested, 0.78% active; AID 504690;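 active means inhibition reaching at least a set limit at 20 µM in the primary screen, cut at about 59% in these data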;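 further: 0% = DMSO wells with substrate and 100% = DMSO wells lacking glucose-6-phosphate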
hIAP block = human IAP inhibition; purified IAP, CDP-Star luminescence, 30 min; 330,000 tested, 0.12% active; inhibition, % at 10 µM; P09923; AID 2544;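 active means inhibition reaching a set limit with compound at 10 µM in the primary screen, cut at about 35% in these data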;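 further: plate controls were DMSO wells with enzyme for no effect and no-enzyme buffer wells for full effect; values of inactives mirror those of a sister screen read the other way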
hIAP activ = increases human intestinal alkaline phosphatase activity. purified human IAP, CDP-Star luminescence, 30 min; active compounds read high; 1 = vehicle-only enzyme, 0 = enzyme-free background. activation factor at 10 µM. P09923. 330,000 tested, 0.16% active;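 active means activation factor of the enzyme at least 2-fold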; further: the source names both 10 and 20 µM as test concentration; values of inactives mirror those of a sister screen read the other way
mIAP inh = mouse IAP inhibition; purified mouse IAP, CDP-Star luminescence, 30 min; inhibition, % at 10 µM; 330,000 tested, 0.2% active; AID 2806;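 active means inhibition of at least 40% at 10 µM in the primary screen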;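 further: plate controls were DMSO with enzyme for no effect and no enzyme wells for full effect; values of inactives mirror those of a sister screen read the other way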
ATG4B inhibitor = inhibitors of human ATG4B cysteine protease; ATG4B cleavage of LC3-PLA2, NBD-HPC fluorescence, 1 h; 340,000 tested, 0.51% active; inhibition, % at 8.33 µM; Q9Y4P1; AID 504462; in the data active means inhibition above about 40%
HKDC1 inh = blocks human hexokinase HKDC1 activity; Q2TB90; recombinant HKDC1, G6PDH/diaphorase resazurin coupled fluorescence; inhibition, % at 20 µM; 340,000 tested, 0.16% active;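 active means inhibition above about 35% when tested at 20 µM, limit read from the data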;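 further: plate controls were DMSO wells with enzyme for no effect and DMSO wells lacking enzyme for full effect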
Target sequence (Q2TB90 whole entry, looked up): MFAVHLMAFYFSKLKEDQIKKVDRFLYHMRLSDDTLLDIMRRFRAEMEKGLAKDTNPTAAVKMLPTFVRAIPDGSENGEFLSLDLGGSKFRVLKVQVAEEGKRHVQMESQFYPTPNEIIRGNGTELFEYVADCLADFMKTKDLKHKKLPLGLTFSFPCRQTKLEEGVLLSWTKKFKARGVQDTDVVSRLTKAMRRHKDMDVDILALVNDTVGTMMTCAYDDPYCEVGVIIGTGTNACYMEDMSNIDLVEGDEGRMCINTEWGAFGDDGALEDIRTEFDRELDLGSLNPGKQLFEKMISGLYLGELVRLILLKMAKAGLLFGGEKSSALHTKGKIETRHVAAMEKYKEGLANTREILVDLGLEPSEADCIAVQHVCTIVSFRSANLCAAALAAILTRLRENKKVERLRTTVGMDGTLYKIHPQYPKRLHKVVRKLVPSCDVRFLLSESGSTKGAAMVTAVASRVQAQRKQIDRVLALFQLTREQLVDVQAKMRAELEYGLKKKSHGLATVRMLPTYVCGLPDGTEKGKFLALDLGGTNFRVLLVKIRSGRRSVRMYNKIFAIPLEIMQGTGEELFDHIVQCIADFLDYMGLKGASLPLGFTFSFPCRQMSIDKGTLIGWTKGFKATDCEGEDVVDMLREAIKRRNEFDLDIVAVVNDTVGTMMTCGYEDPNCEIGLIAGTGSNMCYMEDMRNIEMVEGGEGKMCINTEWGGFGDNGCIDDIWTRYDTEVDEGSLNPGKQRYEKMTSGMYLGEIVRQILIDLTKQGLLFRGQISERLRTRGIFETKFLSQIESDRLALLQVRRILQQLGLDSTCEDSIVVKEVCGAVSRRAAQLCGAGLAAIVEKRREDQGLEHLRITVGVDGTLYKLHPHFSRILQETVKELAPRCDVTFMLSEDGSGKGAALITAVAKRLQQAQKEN
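Test system: recombinant HKDC1 (HK5) hexokinase enzyme, produced in-house; Amount: enzyme 5 µg/mL final; Buffer or medium: Tris pH 8.0 buffer with MgCl2, Tween-20, BSA, BME; Reagent: glucose and ATP substrates; Doses: 20 µM test compound, 1% DMSO; Incubation: 90 min reaction incubation at room temperature, dark; Detection: resorufin fluorescence at 613 nm.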
mIAP activ = mouse IAP activation; 330,000 tested, 0.24% active; activation factor at 10 µM; muIAP, CDP-Star luminescence, 30 min; active compounds read high; 1 = vehicle-only enzyme signal, 0 = enzyme-free wells;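 active means activation factor of at least 2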; further: the source names both 10 and 20 µM as test concentration; values of inactives mirror those of a sister screen read the other way
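System: Mouse IAP enzyme | Also added: CDP-Star substrate | Dosing: Compounds dispensed in DMSO | Schedule: 30 min enzyme-substrate-compound incubation at room temperature | Technique: Chemiluminescence readout | Control set: DMSO-only wells and no-enzyme negative control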
The depositor's hits bear a star; / = not tested or not shown. Random draw from the library; overall some 2.4% were active at least once.

HKDC1 inh	PfG6PD inh	hIAP activ	mIAP inh	hIAP block	APOBEC3A inh	mIAP activ	ATG4B inhibitor	SMILES
-4	4	1.3	-10	-27	2	1.1	18	O=C(Nc1cc(C(F)(F)F)ccc1N1CCOCC1)c1ccco1
-6	7	/	-3	/	3	1	-5	CC(C)[C@@H](CO)NS(=O)(=O)c1ccc(Br)cc1F
-1	16	1.2	8	-16	-1	0.92	9	CC1CCc2nc(NC(=O)Cc3cccs3)sc2C1 (stereo not given)
-13	15	0.8	14	20	-3	0.86	12	Sc1oc(-c2ccccc2)cc1C=Nc1ccccc1
0	5	1.1	7	-13	11	0.93	-14	O=C(c1cccc(-n2cccc2)c1)N1CCN(S(=O)(=O)c2c(F)cccc2F)CC1
2	-11	1.1	1	-11	3	0.99	-5	CCn1nc(C(=O)Nc2ccc(S(=O)(=O)Nc3ncccn3)cc2)c2ccccc2c1=O
0	-16	0.95	4	5	3	0.96	-9	CCCCCCCCCC(=O)N/N=C(\C)c1cccnc1
0	-7	1	0	-3	-2	1	-3	COCCNC(=O)c1cccc(S(=O)(=O)N2CC3(C)CC2CC(C)(C)C3)c1 (stereo not given)
-16	-4	1.3	19	-32	-2	0.81	-6	O=c1[nH][nH]cc1C=Nc1cc(Cl)ccc1O
-3	0	1	-4	-3	1	1	0	CCN(CC)S(=O)(=O)c1ccc2[nH]c(=O)cc(C(=O)NCC3CCCO3)c2c1 (stereo not given)
1	18	0.95	5	5	-4	0.95	-5	CCOc1cc(N2CCOCC2)c(OCC)cc1NC(=O)COC(=O)COc1ccc(C#N)cc1
-1	-7	1	6	-2	-3	0.94	0	CCN1CCN(c2nc(N(C)c3ccccc3)nc(N)c2[N+](=O)[O-])CC1
1	6	0.9	0	10	-1	1	-5	Cc1ccc(N(C(=O)CNC(=O)c2ccco2)C(C(=O)NC2CCCCC2)c2ccncc2)c(C)c1 (stereo not given)
0	-9	0.85	-6	15	-1	1.1	-8	CCOc1ccc(N2C(=O)CC(N3CCN(c4ccc(F)cc4)CC3)C2=O)cc1 (stereo not given)
-2	10	1.1	12	-7	-2	0.88	-6	O=[N+]([O-])c1ccc2oc(-c3cccc(O)c3)nc2c1
1	-1	0.92	12	8	-3	0.89	0	C[C@@H]1NC(=O)N(CCCn2ccnc2)C1=O
1	5	1	-15	0	-3	1.2	-4	CC(NC(=O)C1CCCCC1)C(c1cccs1)N1CCOCC1 (stereo not given)
0	-3	1	6	-2	11	0.94	-2	Cc1cc(-c2nnc(SCC(=O)NC3CCCC3)o2)no1
2	9	0.94	14	6	0	0.86	-1	CC(=O)C1=C(C)NC(SCC(N)=O)=C(C#N)C1C (stereo not given)
3	-10	1.3	8	-31	-1	0.92	13	Cc1cc(C)n2nc(CC(=O)NNC(=O)c3ccccc3Cl)nc2n1
-3	7	1	-6	-1	2	1.1	-3	CC1(C)Oc2ccc(C(=O)Nc3ccccc3)cc2N(CC#N)C1=O
-3	-2	0.94	14	6	-3	0.86	-2	O=C(NC(=S)Nc1ccc(CN2CCOCC2)cc1)c1ccc(-c2ccc(Cl)cc2)o1
-8	12	0.89	6	11	0	0.94	-6	O=C(N/N=C/c1c[nH]c2ccccc12)c1cccc(Cl)c1
1	-6	0.99	-3	1	0	1	-1	O=C(NCc1ccc2c(c1)OCO2)c1sccc1Br

Reformatted with bars between the fields: part of the list above.
Compound | HKDC1 inh | PfG6PD inh | hIAP activ | mIAP inh | hIAP block | APOBEC3A inh | mIAP activ | ATG4B inhibitor
Cc1cc(-c2nnc(SCC(=O)NC3CCCC3)o2)no1 | 0 | -3 | 1 | 6 | -2 | 11 | 0.94 | -2
CC(=O)C1=C(C)NC(SCC(N)=O)=C(C#N)C1C (stereo not given) | 2 | 9 | 0.94 | 14 | 6 | 0 | 0.86 | -1
Cc1cc(C)n2nc(CC(=O)NNC(=O)c3ccccc3Cl)nc2n1 | 3 | -10 | 1.3 | 8 | -31 | -1 | 0.92 | 13
CC1(C)Oc2ccc(C(=O)Nc3ccccc3)cc2N(CC#N)C1=O | -3 | 7 | 1 | -6 | -1 | 2 | 1.1 | -3
O=C(NC(=S)Nc1ccc(CN2CCOCC2)cc1)c1ccc(-c2ccc(Cl)cc2)o1 | -3 | -2 | 0.94 | 14 | 6 | -3 | 0.86 | -2
O=C(N/N=C/c1c[nH]c2ccccc12)c1cccc(Cl)c1 | -8 | 12 | 0.89 | 6 | 11 | 0 | 0.94 | -6

Laid out differently: results already given.
| SMILES | HKDC1 inh | PfG6PD inh | hIAP activ | mIAP inh | hIAP block | APOBEC3A inh | mIAP activ | ATG4B inhibitor |
| --- | --- | --- | --- | --- | --- | --- | --- | --- |
| CC1(C)Oc2ccc(C(=O)Nc3ccccc3)cc2N(CC#N)C1=O | -3 | 7 | 1 | -6 | -1 | 2 | 1.1 | -3 |
| O=C(NC(=S)Nc1ccc(CN2CCOCC2)cc1)c1ccc(-c2ccc(Cl)cc2)o1 | -3 | -2 | 0.94 | 14 | 6 | -3 | 0.86 | -2 |

Further entries follow.
HKDC1 inh	PfG6PD inh	hIAP activ	mIAP inh	hIAP block	APOBEC3A inh	mIAP activ	ATG4B inhibitor	SMILES
1	12	/	-8	/	6	1.1	8	COc1ccc(C2/C=C\CC(NC(=O)OCC3c4ccccc4-c4ccccc43)CC(=O)N2Cc2ccccc2F)cc1 (stereo not given)
3	0	0.96	-2	4	18	1	5	CC(C)CCOCC(=O)Nc1cccc(C(=O)O)c1
1	-2	1	4	-4	-4	0.96	12	COc1ccc(C2=Nn3c(nnc3C3CCCCC3)SC2)cc1OC
-3	24	1.1	-3	-10	-2	1	3	Nc1nnc(SCC(=O)Nc2ccc(N3CCOCC3)c(Cl)c2)s1
10	35	1.1	2	-10	-2	0.98	0	COc1ccc(-c2cc(-c3n[nH]c(=S)n3-c3ccccc3OC)[nH]n2)cc1
4	31	0.96	3	4	6	0.97	-2	NC(=O)CCC(NS(=O)(=O)c1ccc(Cl)cc1)C(=O)NCC1CCCCC1 (stereo not given)
-5	-1	0.89	2	11	-5	0.98	0	CCn1c(CNC(=O)c2ccccc2Br)nnc1SCC(=O)NC1=NCCS1
-4	2	0.89	0	11	-7	1	2	NC1=NC[C@@H](Cc2ccc(O)cc2)N1CCC12CC3CC(CC(C3)C1)C2
-7	-45	1.1	-4	-8	-1	1	-7	Cc1noc(NS(=O)(=O)c2ccc(NC(=O)CCC3CCCC3)cc2)c1C
-11	-1	1.1	-4	-14	2	1	8	O=C(CN(Cc1ccc(F)cc1)C(=O)C1CSC(=O)C1)NC1CCCCC1 (stereo not given)
-7	31	0.92	-15	8	-2	1.1	-6	CCc1ccc(-c2csc(NC(=O)C3CC(=O)N(c4ccc5c(c4)OCCO5)C3)n2)cc1 (stereo not given)
2	-7	1	-1	-2	1	1	0	CN(Cc1ccccc1)Cc1ccccc1F
-12	-8	0.99	1	1	-2	0.99	-13	COc1ccc(-n2cnnc2SCC(=O)Nc2nc(C)c(Cl)cc2Cl)cc1
-8	2	0.97	11	3	0	0.89	2	COc1ccccc1NC(=O)NC1(C(=O)NCC2CCCO2)CCCCC1 (stereo not given)
1	-6	1.1	8	-7	-6	0.92	3	COc1ccccc1/C=C/C=N/NC(=O)c1ccco1
-2	12	1.1	4	-11	0	0.96	-4	O=C(Nc1ccccc1)C1CCOC1=O (stereo not given)
-4	10	1.1	-21	-6	-6	1.2	1	COCCSc1ccccc1C(=O)Nc1ccc2c(c1)OCCO2
-5	-8	0.97	8	2	-2	0.92	-7	CCCCCCCc1ccc(-c2ccc(O)cc2)nc1
4	3	0.93	-11	7	-2	1.1	-7	Cc1oc(-c2cccc(Cl)c2)nc1CN1CCC(C(=O)N2CCN(c3ccccc3F)CC2)CC1
-3	23	0.96	1	4	5	0.99	4	CCn1cc(/C=N/NC(=O)c2cc3c(ccc4ccccc43)o2)c2ccccc21
-7	12	1.2	6	-18	0	0.94	-2	COc1ccccc1NC(=O)/C=C/C(N)=O
3	6	1.1	-13	-12	-6	1.1	-5	O=S(=O)(CCc1ccncc1)C1Cc2cccc3cccc1c23 (stereo not given)
0	8	0.9	15	10	0	0.85	-3	CCOc1ncccc1C(=O)Nc1cccc(-c2nc3cccnc3s2)c1
-11	-1	0.96	4	4	0	0.96	-1	Cc1ccc(NC(=O)COC(=O)CNC(=O)c2ccc(Br)cc2)c(C)c1
-3	-5	0.79	10	22	-1	0.9	-2	O=C(/C=C\NCC(=O)c1ccccc1)c1ccc(F)cc1
2	-11	0.93	-13	7	-4	1.1	-4	COC(=O)c1ccc(NC(=O)CS(=O)(=O)Cc2ccccc2)cc1
6	-52	1	-8	-4	1	1.1	4	O=C(NC(Cc1ccccc1)C(=O)O)/C(=C/c1ccccc1)NC(=O)c1ccc(Br)o1 (stereo not given)
/	/	0.98	3	2	-2	0.97	/	CN1CCN(C(c2cc3cc4c(cc3[nH]c2=O)OCCO4)c2nnnn2C2CCCC2)CC1 (stereo not given)
-4	5	1	-2	-1	5	1	-12	O=C(CSc1ncc(C(F)(F)F)cc1Cl)N1CCN(S(=O)(=O)c2ccccc2)CC1
-3	2	0.87	5	13	-1	0.95	-3	Cc1c(C#N)c2ncn(Cc3ccccc3)c(=O)c2n1-c1ccccc1
-5	-1	0.89	-2	11	-1	1	-5	CCOc1cc(/C=N/NC(=O)CN(CCc2ccccc2)S(=O)(=O)c2ccc(NC(C)=O)cc2)ccc1O
-10	-1	0.88	5	12	2	0.95	6	CCOC(=O)C1(CCOc2ccccc2)CCN(Cc2ccc(CO)o2)CC1
-1	17	0.97	7	3	-4	0.93	8	CCNC(=S)N/N=C/c1cn(Cc2ccc(F)cc2)c2ccccc12
-1	4	1.1	2	-8	1	0.98	-13	OC(COc1ccc2c(c1)CCC2)CN1CCN(c2cccc(Cl)c2)CC1 (stereo not given)
-6	-4	0.92	-2	8	-4	1	0	Cc1ccc(S(=O)(=O)N(Cc2ccccc2)c2ccccc2C(=O)NCc2cccnc2)cc1
-5	4	1.2	-3	-18	-7	1	-8	CC(C)CCN1C(=O)C2(OCCCO2)c2cc(Cl)ccc21
-5	5	0.97	5	3	-1	0.95	-7	Cc1ccc(N2CC(C(=O)Nc3cccnc3)CC2=O)cc1C (stereo not given)
4	14	0.81	1	19	1	0.99	-2	O=C(OCc1ccc(Cl)c(Cl)c1)c1cccnc1Cl
-10	-13	1.2	0	-18	-4	1	-13	CS(=O)(=O)N1CCN(C(=O)c2ccc(-c3ccccc3)cc2)CC1
2	-7	1	-6	-3	-1	1.1	15	CC(C)(C)CN1CCNC(=O)C1CC(=O)N1CCN(c2ccccc2)CC1 (stereo not given)
0	17	1.5	-4	-48	-2	1	1	CCN(CC(=O)Nc1ccccc1-c1ccccc1)Cc1nc2ccccc2c(=O)[nH]1
-6	2	1.1	6	-5	1	0.94	4	O=C(COC(=O)c1ccc(Cl)nc1)Nc1c(Cl)cccc1C(F)(F)F
5	6	1	10	-2	-3	0.9	2	NC1=NC(=Nc2ccc(Cl)cc2)c2ccccc21
0	-7	1	-8	0	-2	1.1	9	COc1ccc(C(=O)NC2CCCc3ccccc32)cc1[N+](=O)[O-] (stereo not given)
-6	3	0.77	-7	24	-2	1.1	-23	COc1ccccc1N1CCN(C(=O)c2onc(C)c2Cl)CC1
1	-9	0.74	2	26	3	0.98	1	CN(C)S(=O)(=O)c1ccc(C(=O)N2CCN=C2SCc2cccnc2)cc1
3	-48	1.2	4	-24	6	0.96	18	CC(C)OC(=O)c1c(NC(=O)C2CC=CCC2C(=O)O)sc2c1CCCCC2 (stereo not given)
13	-5	1.2	3	-17	-3	0.97	-13	O=S(=O)(N/N=C/c1ccc(OC2CSC2)cc1)c1ccccc1
-2	0	1.2	-6	-25	-4	1.1	0	Cn1c(=O)n(CC(=O)NC2CCCCC2)c(=O)c2ccccc21
5	2	1	0	-1	3	1	0	COc1ccc(OCc2cc(C(=O)N3CCSCC3)no2)c(Cl)c1
